# CHT PAM: human CHT allosteric activation. 0.49% of 310,000 active. AID 488977. CHT-expressing cells, membrane potential dye, choline EC20; hits give high values; LV-AA mutant CHT in HEK293 cells. B-score at 10 µM. Q9GZV3;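 active = initial fluorescence not abnormally high and integrated response B-score, plate-corrected, over 3 SD above library mean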
# Target sequence (Q9GZV3 whole entry, looked up): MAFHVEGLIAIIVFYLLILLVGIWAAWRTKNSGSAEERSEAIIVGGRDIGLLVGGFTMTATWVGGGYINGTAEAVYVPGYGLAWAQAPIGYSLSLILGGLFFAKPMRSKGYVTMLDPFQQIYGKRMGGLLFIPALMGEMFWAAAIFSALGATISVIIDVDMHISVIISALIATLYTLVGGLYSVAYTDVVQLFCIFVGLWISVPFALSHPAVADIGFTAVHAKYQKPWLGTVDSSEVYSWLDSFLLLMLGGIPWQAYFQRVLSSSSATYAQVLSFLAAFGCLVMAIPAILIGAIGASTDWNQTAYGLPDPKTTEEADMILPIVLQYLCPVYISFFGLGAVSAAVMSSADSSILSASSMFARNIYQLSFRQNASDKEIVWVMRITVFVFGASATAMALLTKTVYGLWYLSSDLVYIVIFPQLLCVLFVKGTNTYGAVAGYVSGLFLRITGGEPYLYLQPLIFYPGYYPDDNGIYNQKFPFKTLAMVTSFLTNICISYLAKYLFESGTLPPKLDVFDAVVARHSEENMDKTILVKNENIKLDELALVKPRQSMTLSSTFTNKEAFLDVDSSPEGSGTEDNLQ
# OX1R antagonist: human HCRTR1 antagonism; O43613; CHO/OX1R cells, Fluo-8 calcium fluorescence, orexin A; inhibition, % at 5 µM; 0.43% of 330,000 active; AID 434989;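 active = inhibition above its plate's threshold, mean inhibition of all tested compounds on the plate plus 3 SD, cut at about 37% in these data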;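 also: 0% = orexin A challenge wells and 100% = SB-334867-A antagonist wells; not every result past the cut was called active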
# Target sequence (O43613 whole entry, looked up): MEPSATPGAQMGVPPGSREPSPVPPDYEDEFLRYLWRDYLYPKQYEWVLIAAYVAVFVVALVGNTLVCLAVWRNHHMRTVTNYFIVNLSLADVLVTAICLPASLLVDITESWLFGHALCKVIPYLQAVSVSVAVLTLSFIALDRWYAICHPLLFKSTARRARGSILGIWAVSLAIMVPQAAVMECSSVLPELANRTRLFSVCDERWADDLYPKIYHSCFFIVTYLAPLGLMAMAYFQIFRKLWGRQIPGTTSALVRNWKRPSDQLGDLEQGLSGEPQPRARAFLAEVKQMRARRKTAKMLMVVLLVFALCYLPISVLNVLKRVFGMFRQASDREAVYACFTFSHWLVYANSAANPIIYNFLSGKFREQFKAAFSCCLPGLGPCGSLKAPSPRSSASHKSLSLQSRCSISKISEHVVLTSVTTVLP
# Active calls of the source: *; i = inactive; / = not tested or not shown.
SMILES,CHT PAM,OX1R antagonist
CCn1nc(NC(=O)c2ccncc2)c2cc3cccc(C)c3nc21,i,-28
CN(C)C(=O)CCN1CCOCC1,i,-4
O=C1NCCN1C(=O)c1ccccc1F,i,2
CC(C)CNC(=O)COC(=O)c1ccccc1OCC(=O)Nc1ccc(Br)cc1,i,-7
O=C(c1ccc(F)cc1)n1ccc(-c2cnc(-c3ccccc3)s2)n1,i,-19
COCCn1c(N)c(N(Cc2ccccc2)C(=O)C2=COCCO2)c(=O)[nH]c1=O,i,4
CCOC(=O)C(NCc1ccco1)(NC(=O)c1ccccc1)C(F)(F)F (stereo not given),i,-8
O=C(Nc1ccccc1C(=O)NC(Cc1ccccc1)C(=O)NC1CCCCC1)c1ccccc1 (stereo not given),i,-44
CCOCCCNC(=O)CN1C(=O)COc2ccc(S(=O)(=O)N3CCOCC3)cc21,i,-11
O=C(CCC(=O)N1CCN(c2ccc(F)cc2)CC1)c1ccc(Cl)cc1,i,-24
O=S(=O)(NC1=NCCC1)c1cccc(NC(=S)NCCc2ccccc2)c1,i,-4
CCn1c(SCc2nc3ccccc3c(=O)[nH]2)nnc1-c1ccncc1,i,-21
CCN(CC)c1nc(N2CCN(CCO)CC2)nc2ccccc12,i,-16
COc1ccc(S(=O)(=O)N2CCCCCC2)cc1NC(=O)CN1C(=O)NC(C)(c2ccccc2)C1=O (stereo not given),i,-12
COc1cc(NC(=O)CSc2nnnn2C2CCCC2)cc(OC)c1,i,-14
CC/C=C\[C@H](O)[C@H](O)C1=C(C)C(=O)[C@]2(O1)C(=O)N[C@@](OC)(C(=O)c1ccccc1)C2O (stereo not given in full),i,5
Cc1cccc(OCC(=O)Nc2ccc3c(c2)nc(CCN2CCCCC2)n3C)c1,i,-30
COC(=O)c1ccc2nc(NC(=O)CCS(=O)(=O)c3ccccc3)sc2c1,i,4
O=C(Nc1ccc(F)cc1F)c1cc2ccccc2oc1=O,i,6
COc1ccc(S(=O)(=O)Nc2nc3ccccc3nc2NCc2ccc3c(c2)OCO3)cc1,i,-10
Cn1c(COc2ccccc2)nnc1SCC(=O)Nc1ccc(N2CCOCC2)cc1,i,-15
CCOc1ccc2nc(C(C)O)[nH]c2c1 (stereo not given),i,-7
CCOc1ccc(C2NC(=O)CCC2[N+](=O)[O-])cc1 (stereo not given),i,-1
COc1ccc(C2C(C(=O)N3CCOCC3)CCC(=O)N2c2cc(OC)c(OC)c(OC)c2)cc1 (stereo not given),i,-9
Cc1ccc(NCc2nnc(SCC(=O)O)n2Cc2ccccc2)cc1Cl,i,-8
Cc1occc1C(=O)NNC(=S)Nc1ccccc1,i,-20
COc1cc(NC(=O)c2cc(C)nc3ccccc23)cc(OC)c1OC,i,-22
CCOc1c2ccc(C(=O)NCc3ccc(OC)cc3)cc2nn1CCOC,i,-26
COc1ccccc1OCc1nn[nH]n1,i,-9
Cn1cc(/C=C2/SC(=O)N(CC(=O)Nc3ccc4c(c3)OCO4)C2=O)c2ccccc21,i,4
CCN1CCCC1CNC(=O)c1cc2c(OC)cccc2[nH]1 (stereo not given),i,-13
CC(=O)c1cccc(NC(=O)c2cccc(N3C(=O)c4ccccc4C3=O)c2)c1,i,-12
CCOC(=O)CCC(NC(=O)CCCCC(=O)NC(CCC(=O)OCC)C(=O)OCC)C(=O)OCC (stereo not given),i,-7
O=C1/C(=C\c2cccnc2)CN(Cc2ccccc2)C/C1=C\c1cccnc1,i,-24
COc1ccc(C(=O)N2CCN=C2SCc2cccnc2)cc1OC,i,-51
O=Cc1c(N2CCN(c3ccccc3)CC2)nc2ccccn2c1=O,i,-21
Cc1ccc2nc(-c3ccc(NC(=S)NC4CC(C)(C)NC(C)(C)C4)cc3)sc2c1,i,11
CCN(CC(=O)Nc1ccc(OC)cc1)C(=O)COc1cccc2c1OC(C)(C)C2,i,-16
CN(CC(O)COCc1ccccc1F)C1CCCCC1 (stereo not given),i,-9
NS(=O)(=O)c1ccc(CNC(=O)/C=C/c2cccc([N+](=O)[O-])c2)cc1,i,-11
Cc1n[nH]c(C)c1-c1nc2ccccc2[nH]1,i,-12
CCc1c(O)nc(SCC(=O)c2ccccc2)n(-c2ccccc2)c1=O,i,-30
CC(=O)N1CCC(C(=O)N2CCN(S(=O)(=O)c3cccs3)CC2)CC1,i,-10
CCOc1ccc2[nH]c(=O)c(CN(CCN3CCCC3)C(=S)Nc3ccccc3OCC)cc2c1,i,-33
Cc1cccc(NC(=O)N2CCCC2C(=O)Nc2ccccc2)c1 (stereo not given),i,-12
Cc1cc(S(=O)(=O)Nc2c(C)ccc3nsnc23)ccc1F,i,-11
COCCCNC(=S)NNC(=S)NCCCOC,i,-10
COc1cccc(-c2nn3c(-c4ccco4)nnc3s2)c1,i,-7
O=C(N/N=C/c1cc(Br)cc(Br)c1O)c1ccncc1,i,1
CC1=CC2=NC(=O)/C(=C\c3cc(C)n(-c4ccccc4)c3C)C(=N)N2O1,i,-7

# Retrieved by structure from the entries so far (3):
SMILES,CHT PAM,OX1R antagonist
COc1cccc(-c2nn3c(-c4ccco4)nnc3s2)c1,i,-7
Cc1cc(S(=O)(=O)Nc2c(C)ccc3nsnc23)ccc1F,i,-11
CC1=CC2=NC(=O)/C(=C\c3cc(C)n(-c4ccccc4)c3C)C(=N)N2O1,i,-7

# (continued)
SMILES,CHT PAM,OX1R antagonist
CC(N=C1NS(=O)(=O)c2ccccc21)C(=O)Nc1ccc(F)cc1Cl (stereo not given),/,-6
Cc1cc(C)nc(SCc2nnc(SCC(=O)Nc3ccc(C)c(C)c3)n2Cc2ccco2)n1,i,6
COc1cc(C(=S)N2CCCCC2)ccc1OCC(=O)Nc1ccccc1Cl,i,1
C=CCOc1ccccc1CN(CCc1ccccc1)C(=O)c1cccc(S(C)(=O)=O)c1,i,-32
CN(NC(=O)c1ccc(Cl)cc1)c1cccc(Cl)n1,i,-4
COc1ccc(-c2nc(CCl)cs2)cc1,i,-9
CCOc1ccc(C2C(C#N)=C(N)SC(N)=C2C#N)c(OCC)c1,i,-14
CCCCC(CC)COC(=O)c1ccc(N(C)C)cc1 (stereo not given),/,-10
CCOc1ccc(C(C(=O)NC2CCCCC2)N(C(=O)c2ccco2)c2ccc(-n3cnnn3)c(C)c2)cc1 (stereo not given),i,-42
CC(=O)Nc1ccc(S(=O)(=O)Nc2nc3ccccc3nc2N2CCCC2)cc1,i,-27

# Some of the entries above, reformatted:
# Below each compound: CHT PAM	OX1R antagonist
CCOc1ccc(C(C(=O)NC2CCCCC2)N(C(=O)c2ccco2)c2ccc(-n3cnnn3)c(C)c2)cc1 (stereo not given)
 : i	-42
CC(=O)Nc1ccc(S(=O)(=O)Nc2nc3ccccc3nc2N2CCCC2)cc1
 : i	-27

# 4 entries out of the list above, arranged by their value in OX1R antagonist, rising:
Molecule | OX1R antagonist
CC(=O)Nc1ccc(S(=O)(=O)Nc2nc3ccccc3nc2N2CCCC2)cc1 | -27
COc1ccc(-c2nc(CCl)cs2)cc1 | -9
CC(N=C1NS(=O)(=O)c2ccccc21)C(=O)Nc1ccc(F)cc1Cl (stereo not given) | -6
Cc1cc(C)nc(SCc2nnc(SCC(=O)Nc3ccc(C)c(C)c3)n2Cc2ccco2)n1 | 6

# Further results:
SMILES,CHT PAM,OX1R antagonist
Cc1noc(C)c1C(=O)N1CCC(Cc2ccccc2)CC1,i,-15
CC1CCN(C(=S)c2ccc(-c3ccc(Cl)cc3Cl)o2)CC1,i,-14
O=C(Cn1cnc(S(=O)(=O)N2CCCCC2)c1)N1CCN(c2ccc([N+](=O)[O-])cc2)CC1,i,-9
Cn1c(NC(=O)c2ccco2)cc(=O)n(C)c1=O,i,0
CC(C)CCN=Cc1c(O)n(-c2ccccc2)c(=O)c2ccccc12,i,-34
Cc1cccc(OCc2nnc(SC(C)C(=O)Nc3ccc(N4CCOCC4)cc3)o2)c1 (stereo not given),/,-24
O=C(CN1CCC(NC(=O)c2ccco2)CC1)Nc1ccccc1C(F)(F)F,i,-12
COc1ccc(C(=O)n2cnc(N)n2)cc1,i,-17
Cc1ccc(NC(=O)CN(C)C(=O)CCSc2ccc(F)cc2)cc1,/,-11
CC1CCCCN1Cc1c(C#N)c2ccccc2n1C (stereo not given),i,-17

# Not a retest: an excerpt of the list.
SMILES,CHT PAM,OX1R antagonist
Cc1noc(C)c1C(=O)N1CCC(Cc2ccccc2)CC1,i,-15
CC1CCN(C(=S)c2ccc(-c3ccc(Cl)cc3Cl)o2)CC1,i,-14
O=C(Cn1cnc(S(=O)(=O)N2CCCCC2)c1)N1CCN(c2ccc([N+](=O)[O-])cc2)CC1,i,-9

# (next part)
SMILES,CHT PAM,OX1R antagonist
CS(=O)(=O)Nc1ccc(C(=O)N2CCCCC2)cc1,i,-7
Cc1ccc(NC(=O)c2ccc(S(=O)(=O)N3CCC(C)CC3)cc2)cc1,i,-12
COc1cccc(NC(=O)c2cc([N+](=O)[O-])ccc2NC(=O)CNCC2CCCO2)c1 (stereo not given),i,-32
NC(=O)C1=CN(Cc2ccc(Cl)cc2)CCC1C(F)(F)F (stereo not given),i,14
Cc1ccc(-c2nc3ccccc3[nH]2)cc1NC(=S)NC(=O)c1ccccc1Br,i,39
CCCCOc1ccc(N(CC(=O)NC(C)(C)C)C(=O)CCC(=O)Nc2nccs2)cc1,i,-22
Cn1c(N)c(C(C[N+](=O)[O-])c2ccccc2Cl)c(=O)n(C)c1=O (stereo not given),i,-22
N#Cc1cc(C#N)c(N2CCN(c3ccccn3)CC2)nc1N,i,-14
Cc1cccc(OCCn2c(-c3ccco3)nc3ccccc32)c1,i,-35
CCOC(=O)COc1cccc(C2NC(=O)c3ccccc3O2)c1 (stereo not given),i,-10
Cc1ccc2c(c1)N(Cc1cccc(F)c1)C(=O)C(C)O2 (stereo not given),i,-16
Cn1c(CSCc2ccccc2)nnc1SCC(=O)Nc1nccs1,i,-14
COc1ccc(OC)c(CNC(=O)C2CCN(S(C)(=O)=O)CC2)c1,i,-10
Cn1c(Cn2cnc([N+](=O)[O-])n2)nnc1SCC(=O)Nc1ccccc1,i,1
Cc1ccc(S(=O)(=O)N(C)C)cc1NC(=O)c1cc(-c2ccco2)nc2ccccc12,i,-11
O=C1N/C(=N\N=C\c2cccs2)SC1Cc1ccc(Cl)cc1 (stereo not given),i,-5
CCOC(=O)N1CCN(S(=O)(=O)c2ccc(C(=O)N(CCCN(C)C)c3nc4ccc(CC)cc4s3)cc2)CC1,i,-29
CCCC(=O)Nc1ccc2c(c1)Cc1ccccc1-2,i,-13
CC(C)(C)OC(=O)n1cc(/C=N/NC(=O)c2ccco2)c2ccccc21,i,-10
COC(=O)c1ccc(NC(=O)c2cccc(C)c2[N+](=O)[O-])cc1,i,-4
COC(=O)c1[nH]c2cccc(OC)c2c1NC(=O)CCN1CCC(C(N)=O)CC1,i,-7
COc1cccc(CNC(=O)C2CCC(CNS(=O)(=O)c3cccc4cccnc34)CC2)c1 (stereo not given),i,-17
Cc1ccc(C(C)C)c(Oc2cnccn2)c1,i,-8
Cc1ccccc1NC(=O)CSc1nc2c(c(=O)n(C)c(=O)n2C)n1C,i,-6
CCC(=O)Nc1cc(C(=O)O)ccc1Sc1ccc(Cl)cc1,i,-10
Cc1sc2ncnc(NCc3ccccc3)c2c1C,i,0
O=C(O)c1cc(S(=O)(=O)N2CCCC2)ccc1Br,i,0
Cc1cc(C(=O)NCc2ccccc2F)c2ccccc2n1,i,-12
COc1cc(OC)c2c(-c3ccccc3)cc(=O)oc2c1,i,-14
C/C(=N\Nc1ccc([N+](=O)[O-])cc1)c1ccc(C#N)cc1,i,-4
Clc1ccc2oc3c(Cl)ncnc3c2c1,i,-10
COc1ccc(-c2cn(-c3cccc(C)c3)c(=O)[nH]2)cc1OC,i,-28
COc1ccc(-n2ncc3c(=O)n(CC(=O)Nc4ccc5c(c4)OCCO5)cnc32)cc1,i,6
Cc1cccc(-n2ncc3c2CCCC3NC(=O)C2=CC(=O)CC(C)(C)O2)c1C (stereo not given),i,-20
CCSc1nnc(N2C(=O)CC(c3ccsc3)C3=C2CC(C)(C)CC3=O)s1 (stereo not given),i,-17
O=C(NCCC1=CCCCC1)C1CCN(C(=O)c2ccc(Br)cc2)CC1,i,-22
COCCNC(=O)CN(Cc1ccc(Cl)cc1)S(C)(=O)=O,i,-11
COc1ccccc1CN(Cc1nc2ccccc2c(=O)[nH]1)C(=O)Nc1cccc(C)c1,i,-14
Cc1ccc2c(COC(=O)c3ccc(C)c(C)c3)cc(=O)oc2c1,i,-13
Cc1ccc(C)c(SCC(=O)NC(=O)NCc2ccccc2)c1,i,-14
Cc1nn(-c2ccccc2)c(N)c1N=Nc1ccccc1,i,-13
CC(=O)c1cn(-c2ccc([N+](=O)[O-])cc2)c(=O)n(C)c1=O,i,-8
Cc1[nH]n(-c2ccccc2)c(=O)c1N=Nc1ccc(Cl)cc1,i,-3
COc1ccc(OC)c(NC(=O)c2cc3ccccc3o2)c1,i,41*
O=C(CCS(=O)(=O)c1ccc(Br)cc1)N1CCN(c2ccccc2Cl)CC1,i,-13
COc1ccccc1CNC(=O)CSc1ncc(C(=O)Nc2ccccc2)c(=O)n1C,i,-11
CCC1Sc2ccccc2N(CC(=O)NC2CC2)C1=O (stereo not given),i,-10
O=[N+]([O-])c1cc(Cl)ccc1N1CCOCC1,i,-18
CSc1ncccc1C(=O)Nc1cc(Cl)ccc1N1CCOCC1,/,-17
